From PubChem BioAssay
EP2 modulator: modulators of human EP2 prostaglandin E2 receptor; induction, % at 25 µM; 260,000 compounds, 0.83% hits; EP2-expressing cells, cAMP HTRF FRET, PGE2 co-stimulation; P43116; AID 940;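 active = compounds whose cAMP rise, as percent of the full-agonist control response, exceeds 60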;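 note: rat C6 glioma line stably carrying human EP2 under a CMV promoter; the protocol text gives 20 µM as final concentration; 100% = response of wells given 1 µM PGE2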
Target sequence (P43116 whole entry, looked up): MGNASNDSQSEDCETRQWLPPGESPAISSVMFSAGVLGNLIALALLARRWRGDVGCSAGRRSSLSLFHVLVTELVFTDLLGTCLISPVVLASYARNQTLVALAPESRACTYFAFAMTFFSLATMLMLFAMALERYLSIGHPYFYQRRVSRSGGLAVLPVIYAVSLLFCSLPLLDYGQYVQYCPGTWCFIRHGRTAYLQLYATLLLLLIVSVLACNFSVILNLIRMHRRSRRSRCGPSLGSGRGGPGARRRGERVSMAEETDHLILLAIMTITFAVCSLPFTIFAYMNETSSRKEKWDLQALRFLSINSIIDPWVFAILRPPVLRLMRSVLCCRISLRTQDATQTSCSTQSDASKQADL
CHOP inh: blocks CHOP induction under ER stress; CHO-K1 CHOP-promoter luciferase, tunicamycin-induced, 15-18 h; inhibition, % at 10 µM; 220,000 compounds, 3.8% hits;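 active = compounds that reduced the stress-induced luciferase reporter signal by more than about 70% of percent inhibition, limit read from the data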;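 note: 0% = tunicamycin plus vehicle and 100% = wells without tunicamycin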
PPC-1+TRAIL kill: PPC-1 cancer cell killing with TRAIL present; PPC-1 cells + TRAIL, ATPLite viability luminescence; cell killing (% activity), % at 4 µM; 220,000 compounds, 0.41% hits; AID 1443;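 active = cell killing above 50% in the first pass at 4 µM, then a duplicate retest at 5 µM averaging 50% or more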;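 note: plate controls were cells with TRAIL plus DMSO for no effect and medium-only wells lacking cells for full effect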
TRPML3 ag: agonists of human TRPML3 channel; Q8TDD5; HEK293 TRPML3-YFP, Fluo-8 calcium fluorescence; 100% = the carbachol control signal; activation, % at 3 µM; 220,000 compounds, 0.29% hits; AID 1448;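 active = activation above its plate's cutoff, the mean activation of the plate's test wells plus 3 SD, cut at about 12% in these data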;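 note: 0% = DMSO only wells and 100% = carbachol wells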
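Test system: TRPML3-YFP stable HEK293 cells. Doses: single point at 3 µM. Incubation: dye loading 1 h 37 °C then 30 min ambient, 125 s read. Signal: Fluo-8 calcium dye fluorescence, ex 470-495, em 515-575 nm. Measure: percent activation from peak-to-basal fluorescence ratio, scaled between DMSO and carbachol.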
14-3-3 Bad inh: disrupts binding of bovine 14-3-3 zeta to phospho-Bad peptide. inhibition, % at 21.7 µM. P63103. TR-FRET 14-3-3zeta/Dy647-pBad peptide displacement, 1 h. AID 781. 220,000 compounds, 0.71% hits;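 active = inhibition above about 70%, limit read from the data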;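 note: 0% = full 14-3-3 plus peptide FRET controls and 100% = background without 14-3-3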
Target sequence (P63103 whole entry, looked up): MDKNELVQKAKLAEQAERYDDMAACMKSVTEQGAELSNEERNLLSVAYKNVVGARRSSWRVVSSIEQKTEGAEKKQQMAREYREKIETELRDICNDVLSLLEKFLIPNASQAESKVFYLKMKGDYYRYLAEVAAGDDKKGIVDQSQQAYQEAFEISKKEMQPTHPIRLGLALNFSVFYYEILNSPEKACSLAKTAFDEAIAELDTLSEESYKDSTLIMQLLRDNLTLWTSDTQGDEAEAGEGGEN
NPY-Y1 PAM-ag: human NPY-Y1 potentiation or agonism, primary screen. 220,000 compounds, 0.37% hits. P25929. activation, % at 3.6 µM. NPY-Y1 expressing cells, potentiator/agonist activation; in the data active = activation above about 33%, passing the limit was not always enough;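 note: cells stimulated with NPY at EC10 then isoproterenol at EC100; 0% = low agonist plus stimulus and 100% = saturating agonist plus stimulus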
Target sequence (P25929 whole entry, looked up): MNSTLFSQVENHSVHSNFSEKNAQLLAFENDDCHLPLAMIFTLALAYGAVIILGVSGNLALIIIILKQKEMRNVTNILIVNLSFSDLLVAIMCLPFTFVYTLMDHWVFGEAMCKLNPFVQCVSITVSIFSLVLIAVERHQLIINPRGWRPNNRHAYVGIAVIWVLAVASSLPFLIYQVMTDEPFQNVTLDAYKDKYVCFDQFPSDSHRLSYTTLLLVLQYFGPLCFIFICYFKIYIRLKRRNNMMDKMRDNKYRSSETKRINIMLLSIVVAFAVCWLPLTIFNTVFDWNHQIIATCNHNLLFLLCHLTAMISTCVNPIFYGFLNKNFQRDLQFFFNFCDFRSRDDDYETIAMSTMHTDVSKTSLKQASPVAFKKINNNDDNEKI
TRPN1 ag: zebrafish TRPN1 (NompC) channel agonism | 220,000 compounds, 0.18% hits | HEK293 zebrafish TRPN1-YFP, Fluo-8 calcium fluorescence; 100% = response to 87 µM carbachol | activation, % at 3 µM;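 active = activation above its plate's cutoff, the mean activation of test wells on that plate plus 3 SD, cut at about 19% in these data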;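 note: 0% = DMSO alone and 100% = 87 µM carbachol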
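Material: zebrafish TRPN1-YFP in HEK293 cells; Doses: single test compound dose, 3 µM nominal, 0.3% DMSO; Timing: dye loading 1 h at 37 °C, then 30 min room temperature; Technique: intracellular calcium fluorescence with Fluo-8; Benchmarks: high carbachol 87 µM, low DMSO alone.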
PGE2 EP2 inh: blocks the human prostaglandin E2 receptor EP2. C6 glioma cells expressing human EP2, cAMP TR-FRET; cells stimulated with saturating PGE2. inhibition, % at 25 µM. 260,000 compounds, 0.52% hits. AID 1422;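 active = percent inhibition above 40 after rounding to a whole number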;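 note: rat C6 glioma host cells with rolipram phosphodiesterase inhibitor present; the protocol text gives 20 µM as final concentration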
NPY-Y1 antag: antagonists of human neuropeptide Y receptor Y1 | P25929 | HEK293-CNG Y1 cells, membrane potential fluorescence; NPY at EC95, then isoproterenol | inhibition, % at 3.6 µM | 200,000 compounds, 1% hits | AID 1040;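 active = inhibition above the campaign mean inhibition of all tested compounds plus 3 SD, cut at about 20% in these data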;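 note: 0% = DMSO wells given NPY plus isoproterenol and 100% = isoproterenol alone without NPY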
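Material: HEK293 Y1/CNG channel cell line; also added: NPY (25 nM), isoproterenol (1 µM), Ro 20-1724 (25 µM); doses: one concentration, 3.6 µM, in 0.4% DMSO; schedule: compound incubation 1 h at room temperature, readout 45 min post-stimulation; technique: membrane potential fluorescence; measure: fluorescence ratio normalized to % inhibition between controls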
Active calls of the source: *; . = no result given; & = joins results of further samples; [ ] = another dose, or the depositor's remark. Not all compounds are listed; rates above refer to the full screens.

SMILES	EP2 modulator	CHOP inh	PPC-1+TRAIL kill	TRPML3 ag	14-3-3 Bad inh	NPY-Y1 PAM-ag	TRPN1 ag	PGE2 EP2 inh	NPY-Y1 antag
Cc1ccc(S(=O)(=O)N2CCC(C(=O)N[C@@H](C)C(=O)NC3CCCCC3)CC2)cc1	-3	34	6	0.3	9[fluorescence artefact?]	-21	1.1	4	7
Cc1ccc(-c2nc(CN(Cc3c(C)nn(C)c3C)C(C)C)c(C)o2)o1	-11	-5	10	0.5	-4	1	1.1	8	-4
C=CCOc1nc2c(c(=O)n(Cc3ccc(Cl)cc3)c(=O)n2C)n1C	24	64	14	0.2	-8	-13	1.4	12	4
CCN1CCN(C(c2cccs2)C(C)NC(=S)Nc2cccc(C)c2C)CC1 (configuration not stated)	-2	13	9	0.3	4	13	1.1	8	.
COc1ccc(-c2csc(NC(=O)c3ccccc3NS(=O)(=O)c3ccc(F)c(F)c3)n2)cc1	-23	79*	19	13*	2	70*	17	24	3
O=C(Nc1cccc(-c2cn3cccnc3n2)c1)c1cccs1	-10	-3	22	0.4	-4	-2	1.4	6	-1
CCNc1nc(NCc2ccccc2)nc(SCC(N)=O)n1	-16	-16	-15	0.7	3	8	0.9	9	-2
COC(=O)c1ccccc1N=Nc1c(N)n[nH]c1N	-2	-8	10	0.3	3	0	-0.4	10	.
CC(=O)OCC(=O)[C@@]12OC3(CCCC3)O[C@@H]1C[C@H]1[C@@H]3CCC4=CC(=O)C=C[C@]4(C)[C@@]3(F)[C@@H](O)C[C@@]12C	-10	20	7	0.1	-6	-21	0.1	17	2
CCOC(=O)CC(=O)NC(CC(=O)OC)c1ccc(C(C)C)cc1 (configuration not stated)	-15	3	-6	1.3	-19	1	0.4	4	2
O=Nc1c(O)n(Cc2ccc(Cl)cc2)c2ccccc12	52	16	20	0.2	-13	8	0.1	5	0
COc1ccc(-c2cn3cc(C)ccc3n2)cc1F	-56	35	74*[5 µM]	-0.5	-4	-19	-0.7	2	11
COc1ccc(/C=C(/C(=O)c2cccs2)N2C=CC=CC2=C(C#N)C#N)cc1	-8	105*	20	0.1	-1	0	-0.3	31	3
COc1ccc(C(C(=O)NC2CCCC2)N(C(=O)c2snc(-c3ccc(F)cc3)c2N)c2cccc(F)c2)cc1 (configuration not stated)	29	48	19	0.3	9[fluorescence artefact?]	5	-0.2	7	-2
Cc1nnc(N2CCCCC2)c2ccccc12	11	46	12	-0.2	-6	-17	-0.1	18	0
Cc1ccc(S(=O)(=O)N2CCOCC2)cc1NC(=O)CSc1n[nH]c(N)n1	30	2	0	1.4	-19	-1	0.7	1	6
CC(NC(=O)c1cc(=O)[nH]c2ccccc12)c1ccccc1 (configuration not stated)	-8	8	5	0.9	-4	-5	-0.3	10	4
CCOCCCNC(=O)C1CCN(S(=O)(=O)c2c(C)noc2/C=C\c2ccc(OC)cc2)CC1	.	.	.	-0.1	.	-24	0.8	8	2
O=C(O)c1ccc(CN2CCOCC2)o1	26	9	5	0.5	-2	4	-1.0	11	-7
COc1cccc(CN2CCNC(=O)C2CC(=O)N(Cc2cnn(C)c2)C(C)C)c1 (configuration not stated)	13	-2	-10	-0.7	-12	8	-2.4	3	8
CCOc1ccc(C(=O)C(CCC(CN(C)C)C(=O)c2ccc(OCC)cc2)CN(C)C)cc1 (configuration not stated)	8	106*	32	0.7	7[fluorescence artefact?]	-30	0.7	4	3
O=C(Nc1nnc(-c2ccccn2)o1)c1ccc(Br)cc1	12	2	9	2.3	2[fluorescence artefact?]	8	0.6	3	2
O=C(NCC1CCCO1)c1ccc(CS(=O)(=O)c2c(Cl)cccc2Cl)o1 (configuration not stated)	-16	-2	14	-0.6	6[fluorescence artefact?]	0	2.2	9	5
COc1cccc(OCC(O)CN2C(C)CCCC2C)c1 (configuration not stated)	7	24	-25	0.5	2	6	1.4	9	1
COc1ccc(CCNC(=O)C/C(C)=N/NC(=O)C(c2ccccc2)c2ccccc2)cc1OC	-5	19	17	-0.7	-12	12	-1.4	7	.

A different layout for 15 compounds above.
Every second line gives: EP2 modulator	CHOP inh	PPC-1+TRAIL kill	TRPML3 ag	14-3-3 Bad inh	NPY-Y1 PAM-ag	TRPN1 ag	PGE2 EP2 inh	NPY-Y1 antag
O=Nc1c(O)n(Cc2ccc(Cl)cc2)c2ccccc12
 : 52	16	20	0.2	-13	8	0.1	5	0
COc1ccc(-c2cn3cc(C)ccc3n2)cc1F
 : -56	35	74*[5 µM]	-0.5	-4	-19	-0.7	2	11
COc1ccc(/C=C(/C(=O)c2cccs2)N2C=CC=CC2=C(C#N)C#N)cc1
 : -8	105*	20	0.1	-1	0	-0.3	31	3
COc1ccc(C(C(=O)NC2CCCC2)N(C(=O)c2snc(-c3ccc(F)cc3)c2N)c2cccc(F)c2)cc1 (configuration not stated)
 : 29	48	19	0.3	9[fluorescence artefact?]	5	-0.2	7	-2
Cc1nnc(N2CCCCC2)c2ccccc12
 : 11	46	12	-0.2	-6	-17	-0.1	18	0
Cc1ccc(S(=O)(=O)N2CCOCC2)cc1NC(=O)CSc1n[nH]c(N)n1
 : 30	2	0	1.4	-19	-1	0.7	1	6
CC(NC(=O)c1cc(=O)[nH]c2ccccc12)c1ccccc1 (configuration not stated)
 : -8	8	5	0.9	-4	-5	-0.3	10	4
CCOCCCNC(=O)C1CCN(S(=O)(=O)c2c(C)noc2/C=C\c2ccc(OC)cc2)CC1
 : .	.	.	-0.1	.	-24	0.8	8	2
O=C(O)c1ccc(CN2CCOCC2)o1
 : 26	9	5	0.5	-2	4	-1.0	11	-7
COc1cccc(CN2CCNC(=O)C2CC(=O)N(Cc2cnn(C)c2)C(C)C)c1 (configuration not stated)
 : 13	-2	-10	-0.7	-12	8	-2.4	3	8
CCOc1ccc(C(=O)C(CCC(CN(C)C)C(=O)c2ccc(OCC)cc2)CN(C)C)cc1 (configuration not stated)
 : 8	106*	32	0.7	7[fluorescence artefact?]	-30	0.7	4	3
O=C(Nc1nnc(-c2ccccn2)o1)c1ccc(Br)cc1
 : 12	2	9	2.3	2[fluorescence artefact?]	8	0.6	3	2
O=C(NCC1CCCO1)c1ccc(CS(=O)(=O)c2c(Cl)cccc2Cl)o1 (configuration not stated)
 : -16	-2	14	-0.6	6[fluorescence artefact?]	0	2.2	9	5
COc1cccc(OCC(O)CN2C(C)CCCC2C)c1 (configuration not stated)
 : 7	24	-25	0.5	2	6	1.4	9	1
COc1ccc(CCNC(=O)C/C(C)=N/NC(=O)C(c2ccccc2)c2ccccc2)cc1OC
 : -5	19	17	-0.7	-12	12	-1.4	7	.

The list continues.
SMILES	EP2 modulator	CHOP inh	PPC-1+TRAIL kill	TRPML3 ag	14-3-3 Bad inh	NPY-Y1 PAM-ag	TRPN1 ag	PGE2 EP2 inh	NPY-Y1 antag
COc1cc(/C=N/NC(=O)C(C)Nc2n[nH]c(=O)[nH]c2=O)ccc1O (configuration not stated)	0	-7	7	0.4	6	-22	0.3	7	-5
COc1cc2c(cc1OC)C(c1cc3cc(OC)c(OC)cc3[nH]c1=O)N(C(=O)C1CC1)CC2 (configuration not stated)	17	-14	16	0.0	4[fluorescence artefact?]	-7	0.1	0	6
CCOc1ccc(C(=O)N2CCC(C(=O)c3ccc4c(c3)OCCO4)CC2)cc1	-19	21	28	1.2	11	18	3.8	3	0
O=C(N/N=C(\Cc1ncc[nH]1)c1ccccc1)c1cccnc1	7	57	-2	0.8	-19	8	0.6	8	-9
CCCCCCNS(=O)(=O)c1ccc(OC)c(OC)c1	-2	19	-14	-0.6	1	24	0.0	9	7
O=C(c1cccc(C(F)(F)F)c1)C1CCCN(Cc2ccc(OCCO)cc2)C1 (configuration not stated)	-35	-4	9	1.5	-5	5	5.2	2	0
Cc1ccc(Sc2ccc([N+](=O)[O-])cc2[N+](=O)[O-])nc1	13	21	8	0.9	-5	26	-0.3	5	1
CN1CCN(CC#CCC(O)(c2ccccc2)C2CCCC2)CC1 (configuration not stated)	9	-5	-10	1.3	23[fluorescence artefact?]	0	4.1	-2	4
CC(=O)c1c(N2CCN(C)CC2)[nH]c(-c2ccccc2)nc1=S	11	-27	7	-0.3	14	-1	0.4	20	-2
CN1CCc2cc(Cl)c(O)cc2[C@@H](c2ccccc2)C1	22	4&16	-13	0.0	0	9	1.2	15&13	4
CSCCC(C(=O)OCC(=O)c1ccc(C)c(C)c1)N1C(=O)c2ccccc2C1=O (configuration not stated)	38	2	9	0.6	-5	-3	1.5	14	8
COc1ccc(NC(=S)N/N=C2/CCCc3c(C)cc(C)cc32)cc1	22	77*	19	0.5	5	-10	0.1	10	2
C/C(=N/NC(=O)CN1CCN(S(=O)(=O)c2ccc(Br)cc2)CC1)c1cccnc1	1	21	-11	-0.7	-4	-11	0.4	3	5
COc1ccc(N(C)S(=O)(=O)c2cccc(C(=O)Nc3ccc(OC)nc3)c2)cc1	-34	34	35	1.7	3[fluorescence artefact?]	21	3.1	9	2
COc1c(C)cc(NC(=O)c2ccc3c(c2)NC(=O)CO3)cc1C	-63	8	-7	1.3	-5	4	2.3	7	8
Cc1ccc(-c2nn(CC(=O)N3CCOCC3)c(=O)c3ccccc23)cc1S(=O)(=O)N(C)C	10	0	-9	0.9	2	0	2.0	8	.
Cc1ccc(NC(=O)c2ccc3snnc3c2)cc1	-17	16	.	0.0	-9	-4	1.4	8	-2
CC(=O)c1cc2c(cc1NS(=O)(=O)c1ccccc1C)OCO2	25	-30	-3	-0.1	-4	3	-0.6	7	5
Cc1sc(NC(=O)C(C)C)c(C(=O)Nc2ccccc2)c1C	0	31	16	-0.8	-5	3	-2.2	5	2
CCOc1ccc(NC(=O)CNC(=O)c2cccs2)cc1	7	-12	10	1.1	-8	-2	-0.2	8	1
COc1ccc(N2CCN(C(=O)CSc3nnc4n3C(C)(C)Cc3ccccc3-4)CC2)cc1	-12	31	27	0.5	-2[fluorescence artefact?]	-7	-0.8	7	-2
Cc1ccc(S(=O)(=O)C2(C(=O)Nc3cccc(F)c3)CC2)cc1	-6	15	-3	-0.1	8	6	-1.1	7	2
COc1cc(C2C(C#N)=C(N)N(Nc3ccccc3)C3=C2C(=O)CC(C)(C)C3)ccc1OCc1cccc(F)c1 (configuration not stated)	5	9	2	7.6	13	16	1.8	12	-11
